Compound activity (PubChem)
PGC1a acetyl inh: inhibitors of PGC1a acetylation signal, primary screen, cell-based, U2OS, AlphaScreen, inhibitor mode; 350,000 tested, 0.17% active; AlphaScreen anti-acetyl-lysine; with virally co-expressed GCN5 acetyltransferase; inhibition, % at 15.6 µM;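 active = every replicate shows inhibition of at least 40%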;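 also: 0% = neutral control wells and 100% = positive control wells; some results beyond the cut were filed as inactive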
Cneo AK release: Cryptococcus neoformans cell lysis inducers, primary screen, AK release luminescence, single concentration. 360,000 tested, 0.2% active. C. neoformans lysis, adenylate kinase release luminescence, 4 h; normalised: neutral wells 0, clomiphene wells 100. lysis activity, % at 15 µM. AID 651654, 2012;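 active = mean lysis activity across replicates of at least 80%, whatever share of replicates individually reach that level; inactive = mean lysis activity below 80%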
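read-out = cell lysis signal | test system = log-phase Cryptococcus neoformans yeast cells | input = cells at 5 × 10^6 per mL | medium = fresh YPD growth medium | signal = luminescent adenylate kinase detection reagent | timing = 4 h at 37 °C static, read 1 h later | dosing = single dose | controls = Clomiphene as positive lysis control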
PglD DTNB: C. jejuni PglD acetyltransferase inhibitors, primary screen, biochemical, DTNB colorimetric, single point; inhibition, % at 12.5 µM; purified PglD enzyme, DTNB colorimetric CoA detection; 360,000 tested, 0.098% active; in the data active = inhibition above about 16%, passing the limit was not always enough; also: strong numbers were not always called active
F508del corr: F508del CFTR correction, initial screen, CFBE line, single point | 350,000 tested, 0.36% active | AID 720511, 2013 | activity (quench increase), % at 7.58 µM | CFBE cells, YFP halide quenching; stimulated with forskolin plus potentiator P3; % fluorescence drop versus neutral controls;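 active = mean added fluorescence quench of at least 8% versus neutral control, with both replicates also reaching 8%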;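 also: cells transiently co-express mutant CFTR-F508del with the halide-sensitive YFP; corrector assay measuring rescue of mutant channel to the surface after 24 h compound exposure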
C2C12 statin: suppressors of statin myotoxicity in C2C12 myotubes, primary screen, cell-based, single point, plate reader | 330,000 tested, 0.78% active | AID 602340, 2012 | rescue of ATP level, % at 7.49 µM | C2C12 myotubes + simvastatin, ATP luminescence, 48 h; scaled: DMSO 0, geranylgeraniol control 100;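 active = mean ATP rescue above about 67%, or every replicate alone reaching that limit, limit read from the data, passing the limit was not always enough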;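 also: myotubes were challenged with 10 µM simvastatin during compound exposure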
FN deposit inh: inhibitors of fibronectin matrix deposition, primary screen, AH1F cells, Alexa488-fibronectin fluorescence, plate reader; inhibition, % at 12.6 µM; 350,000 tested, 0.086% active; AH1F fibroblasts, overnight;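 active = mean inhibition across replicates of 30% or more, regardless of how many single replicates reach that level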;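 also: positive control wells lacked labelled fibronectin entirely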
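Schedule: 1 h cell adhesion before compound, then overnight fibronectin incubation; test system: AH1F fibroblast monolayer depositing Alexa488-labelled fibronectin into matrix; quantity: 10000 AH1F cells per well; probe or stimulus: fluorescent fibronectin at 24 nM final; signal: fluorescence, ex 485 nm, em 525 nm; evaluation: percent inhibition as loss of matrix-bound fibronectin fluorescence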
miR-122 sensor: miR-122 Renilla sensor signal increase in Huh7, primary screen, miR-122 inhibitor project, cell-based, single point, plate reader | activation (reporter increase), % at 12.5 µM | AID 602342, 2012 | Huh7 miR-122 Renilla luciferase sensor, 48 h; neutral wells = 0, positive control = 100 | 340,000 tested, 0.3% active;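 active = mean replicate activation score at least 90 and every replicate individually at or above 90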;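 also: higher luciferase means less miR-122 activity so hits act as miR-122 inhibitors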
INS-1E GSIS act: GLuc luminescence reporter in INS-1E cells, primary screen for activators of glucose-dependent secretion of insulin. INS-1E GLuc reporter insulin secretion, 2-3 h. activation, % at 16.6 µM. 370,000 tested, 0.61% active;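 active = lowest replicate activation of at least 40%, so every replicate reaches that level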;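 also: 0% = median of neutral control wells and 100% = median of IBMX positive control wells; some compounds called inactive have numbers as strong as hits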
* = called active by the depositor; nt = not tested or not shown; [ ] = another dose, or the depositor's remark.

Values run as follows: Cneo AK release	PGC1a acetyl inh	miR-122 sensor	FN deposit inh	PglD DTNB	INS-1E GSIS act	C2C12 statin	F508del corr
> COc1ccc(CN2CCN(Cc3c[nH]c4ccccc34)CC2CCO)cc1C (stereo not drawn)
    -2	0	-1	3	4	nt	6	-0.9
> C[C@H](CO)N1C[C@H](C)[C@@H](CN(C)Cc2ccc3c(c2)OCO3)Oc2ccc(NC(=O)Nc3ccc(C(F)(F)F)cc3)cc2C1=O
    -1	4	-3[16.7 µM]	-8	1	-11	-5	0.5
> CCN(CC)S(=O)(=O)c1ccc(N2CCOCC2)c(C(=O)O)c1
    -1	4	-7	3	-3	nt	1	nt
> O=C(O)c1ccc(S(=O)(=O)NCC2CCCCC2)cc1
    -2	5	nt	2	3	16	-18	-4.2
> Cc1cc(NC(=O)CN2C(=O)NC(C)(CCc3ccccc3)C2=O)no1 (stereo not drawn)
    -1	3	-3	-2	1	9	8	0.1
> C#CCOCCOCCOCCNc1nc(N2CCN(C(=O)[C@H]([C@@H](C)O)n3cc(CCCCN)nn3)CC2)nc(N2CCN(C(=O)[C@H](CCCCN)n3cc(CCCC)nn3)CC2)n1
    5	-12	-3	-1	0	17	-3	2.1
> CN1CCN(C(=O)C(Cc2ccccc2)NS(=O)(=O)c2ccc3c(c2)CCC(=O)N3)CC1 (stereo not drawn)
    -2	6	-5	1	1	1	2	-0.4
> Cc1cc(N2C(=O)C3CCC(c4ccccc4)CC3C2=O)no1 (stereo not drawn)
    1	nt	-17	3	4	7	7	-1.0
> CCC(=O)N(C)C[C@H]1Oc2cc(C#Cc3cccnc3)ccc2S(=O)(=O)N([C@@H](C)CO)C[C@H]1C
    0	-11	6[16.7 µM]	nt	2	11	-9	0.1
> COc1cccc(-c2cccc(-c3nc(C(=O)O)cc4c3[C@@H](CCO)N(S(=O)C(C)(C)C)C4)c2)c1 (stereo partly drawn)
    -13	6	nt	7	0	-1	nt	-0.4
> C[C@H](CO)N1C[C@H](C)[C@H](CN(C)Cc2ccccc2)Oc2c(NC(=O)c3ccncc3)cccc2C1=O
    -2	7	29[16.7 µM]	nt	10	-7	-14	-0.4
> C/C(=N\NC(=O)CNC(=O)c1ccc2c(c1)OCO2)c1ccco1
    2	12	-5	-3	-7	0	nt	0.7
> CCN(CC)C(=O)CC(c1cc(OC)c(OC)c(OC)c1)c1c(OC)cc(OC)c2c(-c3ccccc3)cc(=O)oc12 (stereo not drawn)
    1	nt	84	-1	4	-3	-6	2.1
> C/C=C/c1cnc2c(c1)C(=O)N([C@@H](C)CO)C[C@H](C)[C@H](CN(C)Cc1ccncc1)O2
    5	11	11[16.7 µM]	nt	3	16	22	-0.6
> CC(C)CC#Cc1cnc2c(c1)C(=O)N([C@H](C)CO)C[C@@H](C)[C@@H](CN(C)C(=O)Cc1ccccc1)O2
    0	4	-3[16.7 µM]	-3	1	-17	40	0.9
> NC(c1csc(Nc2ccccn2)n1)c1ccccc1Cl (stereo not drawn)
    -2	-9	21	12	10	-7	3	-0.2
> CCN(CC1CCCN(CCc2cccc(F)c2)C1)C(=O)c1ccc(CSC)o1 (stereo not drawn)
    -4	7	-6	-5	0	-14	-2	0.9
> C[C@@H]1CN([C@H](C)CO)C(=O)c2cc(NC(=O)Nc3ccc(C(F)(F)F)cc3)ccc2O[C@H]1CN(C)Cc1ccc2c(c1)OCO2
    0	2	-10[16.7 µM]	nt	-2	-14	-19	1.8
> O=C1c2ccccc2-c2onc3ccc(N4CCCC4)c1c23
    nt	-11	nt	-3	nt	6	nt	7.1
> CS(=O)(=O)Nc1ccc2c(c1)[C@@H]1C[C@@H](CC(=O)NCC3CC3)O[C@H](CO)[C@@H]1O2
    -1	-2	-2[16.7 µM]	nt	2	16	5	0.1
> CN(C)S(=O)(=O)c1ccc(Oc2ccc(S(=O)(=O)N(C)C)cc2)cc1
    2	-3	3	nt	6	nt	-7	nt
> CC(=O)Nc1ccc(C(=O)N/N=C/c2cccnc2)cc1
    nt	-11	0	-6	nt	8	1	0.4
> Cc1ccc(S(=O)(=O)N(C)CC(=O)Nc2ccncc2)cc1
    0	-2	1	nt	0	9	nt	nt
> CC(C)CN(C(=O)CSc1nncs1)c1c(N)n(CC(C)C)c(=O)[nH]c1=O
    1	13	-2	nt	2	nt	23	nt
> Cc1cc(C)n(C(=O)CNc2ccc(C)c(C)c2)n1
    0	12	1	nt	-4	-12	5	nt
> C[C@@H]1CN([C@@H](C)CO)C(=O)c2cc(NC(=O)Nc3cccc4ccccc34)ccc2O[C@H]1CN(C)C(=O)Nc1ccc2c(c1)OCO2
    -3	-1	-8[16.7 µM]	nt	0	3	15	4.0
> CCNC(=O)Nc1ccc2c(c1)C(=O)N(C)[C@@H]1CC[C@H](CC(=O)NC3CCCCC3)O[C@H]1CO2
    4	4	-6[16.7 µM]	-17	1	2	3	1.5
> COCCN1C[C@@H](CO)O[C@@H](n2cnc3c(N(C)C(C)C)ncnc32)C1
    2	-1	-5	-12	-7	44	4	0.3
> Cc1cc(F)ccc1S(=O)(=O)N1CCCOC1CNC(=O)C(=O)NC1CCCCC1 (stereo not drawn)
    -3	nt	nt	2	-5	7	-2	-2.4
> COc1cc(/C=C/C(=O)OCC(=O)N2CCCc3ccccc32)ccc1OC(F)F
    -1	nt	-1	6	-4	31	-2	-1.7
> C[C@@H]1CN([C@H](C)CO)S(=O)(=O)c2ccc(C#CC3CC3)cc2O[C@@H]1CN(C)C(=O)c1cccnc1
    -2	-17	-14[16.7 µM]	3	1	-1	1	-2.3
> Cc1noc(C)c1COc1ccc(C(=O)OCC(=O)NCc2ccccc2Cl)cc1
    3	12	1	-1	-7	7	1	nt
> CCn1c(=S)ccc2ccc(OC)cc21
    0	-4	0	nt	-5	nt	24	nt
> CCN(C(=O)CN1C(=O)NC2(CCc3ccccc32)C1=O)C1CCS(=O)(=O)C1 (stereo not drawn)
    10	10	nt	6	-2	19	-4	1.7
> c1ccc(Nc2nc(-c3cccnc3)cs2)nc1
    -5	nt	10	-16	-5	nt	nt	nt
> CC(C)(C)Nc1nc(Cl)nc(N(C#N)CN2C(=O)c3ccccc3S2(=O)=O)n1
    nt	10	nt	2	nt	15	nt	-0.4
> CN(C)Cc1nc2ccccc2c(=O)n1Cc1nc(-c2cccc([N+](=O)[O-])c2)cs1
    nt	-15	nt	-1	nt	-11	nt	1.9
> CCOc1ccccc1NC(=O)Cc1coc2cc(C)ccc12
    2	-13	0	nt	-2	-12	6	nt
> CC(=C/c1ccc(C(C)C)cc1)/C=N/NC(=O)Cn1nnnc1N
    2	-2	1	-10	6	-9	nt	-30
> O=C1CN(c2ccccc2)C(=S)N1c1ccccc1
    -1	1	3	2	-1	-2	-4	0.9
> COc1ccc(OC)c(C(=O)NC(CC(N)=O)c2ccc(N3CCC(Cc4ccccc4)CC3)c([N+](=O)[O-])c2)c1 (stereo not drawn)
    3	2	5	-6	-3	-7	-3	-0.4
> CC(C)NC(=O)N(C)C[C@@H]1Oc2cc(C#CCN(C)C)ccc2S(=O)(=O)N([C@@H](C)CO)C[C@@H]1C
    -2	16	5[16.7 µM]	1	3	-7	3	-0.9
> CC(NC(=O)CSc1nnc2n1CCCCC2)c1ccccc1Cl (stereo not drawn)
    4	7	-3	2	0	nt	5	3.0
> Cc1ccc(C(=O)Nc2ccc(N3CCN(C(=O)c4ccco4)CC3)cc2)cc1
    -4	14	-2	-8	-17	2	4	-0.4
> CN(Cc1cccs1)C(=O)c1cc(S(=O)(=O)N2CCOCC2)ccc1N1CCCC1
    0	4	nt	1	4	nt	0	-0.4
> COc1ccc(Cl)cc1NC(=O)CSc1nc(Nc2ccccc2)nc(N2CCOCC2)n1
    0	nt	9	31*	0	2	-1	-0.7
> C[C@H](O)C#Cc1ccc2c(c1)O[C@@H](CN(C)C(=O)C1CC1)[C@H](C)CN([C@@H](C)CO)S2(=O)=O
    6	-2	-7[16.7 µM]	6	-9	12	-33	-0.9
> CC(C)c1ccc(OCC(=O)Nc2ccncc2)cc1
    -7	4	0	-5	2	-6	-5	-2.6
> CCOCC(=O)Nc1nc2ccc(OC)cc2s1
    -1	19	-7	nt	0	nt	nt	nt
> Cc1ccc(CC2CC(=O)N(CC(=O)O)C2=O)cc1 (stereo not drawn)
    0	-42	-19	2	1	nt	5	nt

(listing goes on)
Values run as follows: Cneo AK release	PGC1a acetyl inh	miR-122 sensor	FN deposit inh	PglD DTNB	INS-1E GSIS act	C2C12 statin	F508del corr
> COc1ccccc1-c1noc(-c2ccco2)n1
    -7	-4	1	nt	14	6	18	nt
> O=C(c1ccc(Br)s1)N1CCN(S(=O)(=O)c2ccccc2)CC1
    -1	-4	-8	nt	-1	9	nt	-2.2
> O=C(Nc1ccccn1)c1cccc(S(=O)(=O)N2CCc3ccccc3C2)c1
    -1	1	-1	-3	4	12	8	-2.4
> O=C(Nc1cccc(F)c1)N1C[C@@H]2[C@H](c3ccccc31)[C@H](CO)N2C(=O)Cc1ccccc1
    -5	0	25[16.7 µM]	nt	-3	-9	10	-2.3
> CCC(C)(C)n1nnnc1C(c1ccc(OC)c(OC)c1)N1CCN(c2ccc(F)cc2)CC1 (stereo not drawn)
    4	-15	1	nt	-2	-14	-28	nt
> Cc1ccc(-c2nc(Nc3ccc(O)cc3)c3ccccc3n2)cc1
    -14	24	1	8	7	-23	-34	-0.6
> Cc1cc(SCC(=O)N/N=C/c2ccco2)nc2ccccc12
    nt	7	-3	0	nt	5	nt	2.1
> CCOC(=O)Cc1csc(NC(=O)CN2C(=O)c3ccccc3S2(=O)=O)n1
    5	9	1	-1	3	nt	5	nt
> CC(C)CC(OC(=O)c1nsc(Cl)c1Cl)C(=O)NC1CCCC1 (stereo not drawn)
    3	-1	-5	-1	4	1	4	3.9
> COc1ccc(NC(=O)c2cc(-c3ccc(C)o3)nc3ccccc23)cc1
    nt	2	nt	-4	nt	-29	nt	-1.7
> Cc1cccc(CN(C)C[C@@H]2OCc3cnnn3CCCC(=O)N([C@H](C)CO)C[C@@H]2C)c1
    -9	0	4[16.7 µM]	-5	2	-4	12	-0.1
> C[C@@H]1CN([C@H](C)CO)C(=O)c2cccc(NS(=O)(=O)c3ccc(Cl)cc3)c2O[C@@H]1CN(C)C(=O)Nc1ccc2c(c1)OCO2
    2	8	4[16.7 µM]	-5	4	-10	46	0.2

Reprinted from the results shown (three entries):
Values run as follows: Cneo AK release	PGC1a acetyl inh	miR-122 sensor	FN deposit inh	PglD DTNB	INS-1E GSIS act	C2C12 statin	F508del corr
> O=C(c1ccc(Br)s1)N1CCN(S(=O)(=O)c2ccccc2)CC1
    -1	-4	-8	nt	-1	9	nt	-2.2
> O=C(Nc1ccccn1)c1cccc(S(=O)(=O)N2CCc3ccccc3C2)c1
    -1	1	-1	-3	4	12	8	-2.4
> O=C(Nc1cccc(F)c1)N1C[C@@H]2[C@H](c3ccccc31)[C@H](CO)N2C(=O)Cc1ccccc1
    -5	0	25[16.7 µM]	nt	-3	-9	10	-2.3
